# Source: PubChem BioAssay
# HT1080 cytotoxicity: HT1080 cell viability loss – fluorescence readout (AID 620); HT1080 viability, fluorescence; higher % means a stronger effect; cytotoxicity, % at 10 µM; hits with a dose series show EC50 in µM; 0.42% of 87,000 active;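 also: cells exposed to compound overnight then 4 h with Alamar Blue; 0% = vehicle DMSO and 100% = killing control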
# HPDE-C7K KRASV12: cytotoxicity in KRAS-transformed pancreatic duct cells, primary screen, cell-based, fluorescence, HTS (AID 431) | HPDE-C7K KRASV12 cells, Alamar Blue viability, 48 h; higher % means a stronger effect | 1.7% of 63,000 active | cytotoxicity, % at 10 µM; hits with a dose series show EC50 in µM;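 active = compounds whose percent cytotoxicity in the single-dose primary screen, scaled between solvent and toxic-drug controls, exceeds 50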;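 also: 0% = DMSO solvent wells and 100% = doxorubicin-treated wells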
# HPDE-C7 cytotoxicity: HPDE-C7 pancreatic duct cell viability loss – fluorescence, HTS (AID 430). HPDE-C7 pancreatic duct cells viability, fluorescence; higher % means a stronger effect. cytotoxicity, % at 10 µM; hits with a dose series show EC50 in µM. 1.8% of 63,000 active;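 also: cells exposed to compound for 48 hours before viability readout; 0% = vehicle and 100% = reference cytotoxic drug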
# Spn PMK inh: S. pneumoniae PMK inhibition. purified PMK, PK/LDH-coupled NADH absorbance 340 nm. inhibition, % at 10 µM. AID 539. 0.49% of 65,000 active;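 active = top-ranked compounds by inhibition in the single 10 µM screen, taking a fixed number of the strongest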;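 also: 0% = full reaction with DMSO carrier and 100% = background rate without enzyme reaction; no value below 0 was filed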
# Bfl-1 displacement: displacement of Bid BH3 peptide from Bfl-1 – biochemical, fluorescence polarization, FITC-Bid, mouse, primary screen (AID 432); FITC-Bid BH3 peptide fluorescence polarization displacement; higher % means a stronger effect; displacement, % at 20 µM, or IC50 in µM where a hit was titrated; 0.02% of 64,000 active; in the data active = a potency from the dose series; inactive = the rest, 99 in 100 with displacement below about 15%; also: strong numbers were not always called active
# LYP phosphatase: inhibition of human PTPN22 tyrosine phosphatase – biochemical, DiFMUP fluorescence, recombinant catalytic domain, 10 µM, primary screen (AID 606). recombinant LYP catalytic domain, DiFMUP fluorescence; higher % means a stronger effect. one-dose inhibition, % at 10 µM; IC50 in µM for titrated hits. 52,000 tested, under 10 active;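 active = IC50 under 40 µM in the dose-response test; inactive = IC50 of 40 µM or more, or never dose-tested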
# Spn DPM-DC inh: blocks S. pneumoniae diphosphomevalonate decarboxylase | purified DPM-DC, PK/LDH coupled NADH fluorescence | calls only at 10 µM | 0.49% of 65,000 active;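 active = the 320 compounds with the highest percent inhibition in the single-dose primary screen, excluding strongly autofluorescent ones, cut at about 32% in these data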;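 also: kinetic rate of NADH fluorescence loss reporting ADP formed by the decarboxylase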
# Alkaline phosphatase: inhibition of tissue-nonspecific alkaline phosphatase – biochemical, luminescent (AID 518); purified TNAP enzyme, luminescent substrate readout; higher % means a stronger effect; inhibition, % at 20 µM; hits with a dose series show IC50 in µM; 0.09% of 64,000 active; in the data active = a potency from the dose series; inactive = the rest, 99 in 100 with inhibition below about 22%;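 also: plate controls were vehicle for no effect and reference inhibitor for full effect; many of its hits are not listed in these tables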
# Spn MK inh: blocks S. pneumoniae mevalonate kinase; purified MK, PK/LDH-coupled NADH absorbance 340 nm; inhibition, % at 10 µM; 0.48% of 65,000 active;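 active = ranked among the strongest by inhibition in the single 10 µM screen, a fixed top-ranked set picked for dose follow-up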; also: no value below 0 was filed
# Spn PMK inh pilot replicates: further read-out of Spn PMK inh, marked with its call; inhibition, %; measured here: pilot screen replicates
# Spn MK inh pilot replicates: second read-out of Spn MK inh, no call of its own (marks repeat the call); inhibition, %; measured here: pilot screen replicates
# Spn DPM-DC inh pilot screen %: recorded beside Spn DPM-DC inh, whose call it bears; inhibition, %; measured here: pilot screen trials
# The depositor's hits bear a star; i = inactive; x = not tested or not shown; + = active, no number. Rule as the data show it, unless noted: active = cytotoxicity above about 50%; inactive = the rest. Compounds as they come; any-hit rate near 3.5%.
SMILES,HT1080 cytotoxicity,HPDE-C7K KRASV12,HPDE-C7 cytotoxicity,Spn PMK inh,Bfl-1 displacement,LYP phosphatase,Spn DPM-DC inh,Alkaline phosphatase,Spn MK inh,others
O=C(CN1CC(=O)Oc2ccccc21)OCC(=O)c1cccc(Br)c1,-9.9%,17.8%,14.7%,7.0,-4.1%,x,i,-27.7%,0.0,
O=C(Oc1ccc2c(c1)CCC2)N1CCOCC1,10.1%,0.5%,-3.2%,12.0,1.1%,11.6%,i,10.0%,9.0,Spn PMK inh pilot replicates=0.0;Spn MK inh pilot replicates=2.5;Spn DPM-DC inh pilot screen %=0.0
COc1cc2c(cc1OC)C(C(=O)Nc1ccc3c(c1)OCCO3)C1c3ccccc3CCN1C2=O (stereo not drawn),1.8%,0.6%,2.9%,18.0,-12.4%,3.3%,i,-49.4%,5.0,
O=C(CSc1nccn1-c1ccc(F)cc1)Nc1ccc2c(c1)OCO2,-4.0%,4.3%,8.1%,11.0,-1.7%,0.4%,i,6.0%,0.0,
Cc1ccccc1OCCN1C(=O)NC2(CCc3ccccc32)C1=O (stereo not drawn),-4.5%,5.2%,9.4%,16.0,-1.5%,0.5%,i,13.0%,0.0,Spn PMK inh pilot replicates=2.0;Spn MK inh pilot replicates=0.0;Spn DPM-DC inh pilot screen %=0.0
CCOc1ccc(Cc2nn[nH]n2)cc1,-2.4%,-19.6%,-14.4%,8.0,-7.9%,x,i,11.9%,5.0,Spn PMK inh pilot replicates=0.0;Spn MK inh pilot replicates=0.5;Spn DPM-DC inh pilot screen %=2.5
Fc1ccc(C2CC(c3ccccc3)Nc3ncnn32)cc1 (stereo not drawn),1.1%,4.2%,-3.4%,6.0,-3.5%,-11.3%,i,6.2%,2.0,
CCCCCn1c2nc3ccccc3nc2c2c(=O)n(CC(C)C)cnc21,0.5%,-4.3%,8.0%,2.0,-11.3%,16.0%,i,21.0%,5.0,Spn PMK inh pilot replicates=8.5;Spn MK inh pilot replicates=0.5;Spn DPM-DC inh pilot screen %=11.5
CC12CCC(C(=O)Nc3cccnc3)(CC1=O)C2(C)C (stereo not drawn),-5.4%,3.8%,3.7%,0.0,7.8%,5.6%,i,10.3%,0.0,
O=C(CC1Oc2ccccc2NC1=O)NCCCN1CCCC1=O (stereo not drawn),-4.0%,-15.4%,-20.5%,0.0,-2.7%,0.7%,i,6.8%,9.0,
O=C(NCCc1ccc(Cl)cc1)C1CCN(c2cnccn2)CC1,11.7%,7.0%,4.6%,14.0,0.3%,16.9%,i,10.1%,11.0,
CCOC(=O)c1ccc(NC(=O)CC2Sc3ncnn3C2=O)cc1 (stereo not drawn),-2.7%,-9.3%,-16.1%,4.0,-2.3%,9.1%,i,11.2%,20.0,
O=C(CCCn1ncn2c(cc3occc32)c1=O)N1CCc2ccccc2C1,2.9%,-18.3%,-8.5%,4.0,-3.5%,-7.1%,i,9.6%,9.0,Spn PMK inh pilot replicates=4.5;Spn MK inh pilot replicates=3.0;Spn DPM-DC inh pilot screen %=2.5
COC(=O)C1CCN(C(=O)COc2cc3sc(C)nc3c3sccc23)CC1,2.7%,10.5%,7.4%,10.0,3.2%,8.3%,i,7.4%,6.0,
O=C(Cc1nc2ccccc2[nH]1)NCc1ccco1,-1.2%,-5.8%,-7.1%,10.0,1.1%,6.1%,i,0.7%,0.0,
CC(C)(C)OC(=O)N1CCN(c2ccc(NC(=O)c3cc4ccccc4oc3=O)cc2)CC1,-2.6%,14.7%,-30.1%,0.0,-3.4%,x,i,12.1%,8.0,Spn PMK inh pilot replicates=4.0;Spn MK inh pilot replicates=0.0;Spn DPM-DC inh pilot screen %=6.0
Cc1ccc(-n2c(N)c(C(N)=O)sc2=S)c(C)c1,13.9%,-8.5%,-5.2%,5.0,-6.1%,x,i,6.9%,10.0,
O=C(c1ccncc1)N1CCN(C(=O)c2ccco2)CC1,0.8%,7.0%,7.3%,1.0,-5.2%,12.4%,i,9.8%,4.0,
CCCC(c1nnnn1C1CCCC1)N1CCN(C(=O)c2ccco2)CC1 (stereo not drawn),36.2%,5.1%,0.7%,12.0,-3.3%,13.1%,i,14.8%,10.0,
CCOC(=O)C1CCN(c2ncnc3c2cnn3-c2ccccc2)CC1,-0.8%,2.3%,-3.4%,8.0,10.9%,8.9%,i,0.6%,7.0,
O=S(=O)(c1cccc(-c2nnc(-c3cccnc3)o2)c1)N1CCCCC1,-7.1%,-8.5%,-20.7%,0.0,3.3%,4.9%,i,-1.1%,3.0,
COc1ccc(OC)c(C(c2nnnn2CC2CCCO2)N2CCN(C3CCCC3)CC2)c1 (stereo not drawn),-6.7%,-6.5%,-10.4%,9.0,-4.7%,x,i,12.4%,4.0,
Cc1ccc2nc3c(cc(C(=O)NCc4ccccc4)c(=N)n3CCCn3ccnc3)c(=O)n2c1,8.0%,-5.6%,-10.1%,6.0,0.2%,7.9%,x,18.3%,0.0,
Cc1ccc(Cl)c(OCC(O)CN(CCO)CCO)c1 (stereo not drawn),-9.2%,-2.7%,-18.7%,17.0,3.4%,x,i,14.0%,14.0,
CCc1ccccc1NC(=O)CN(C)C(=O)CN1C(=O)NC2(CCCCCC2)C1=O,2.1%,2.1%,-5.4%,13.0,-6.3%,x,i,6.6%,24.0,
# New compounds follow.
SMILES,HT1080 cytotoxicity,HPDE-C7K KRASV12,HPDE-C7 cytotoxicity,Spn PMK inh,Bfl-1 displacement,LYP phosphatase,Spn DPM-DC inh,Alkaline phosphatase,Spn MK inh,others
O=C(c1ccc(C23CC4CC(CC(C4)C2)C3)o1)N1CCOCC1,-4.2%,-6.4%,-5.8%,5.0,0.1%,-5.8%,i,8.2%,5.0,
CS(=O)(=O)N(CC(=O)N1CCN(c2cccc(Cl)c2)CC1)c1ccccc1,0.6%,2.0%,6.7%,6.0,-1.2%,18.5%,i,17.9%,9.0,
CCCn1nnc(NC(=O)COc2cc(C)ccc2C(C)C)n1,10.7%,-1.6%,-2.4%,3.0,-3.3%,9.4%,i,8.6%,3.0,
Cn1c(=O)oc2cc(S(=O)(=O)NCc3ccncc3)ccc21,-1.2%,-17.1%,-19.2%,7.0,-5.4%,x,i,8.7%,10.0,
O=C(NCCOc1nc(N2CCCCC2)nc(N2CCOCC2)n1)Nc1ccccc1,4.8%,7.9%,3.0%,12.0,-3.8%,-0.4%,i,8.4%,9.0,
C(=N\c1nccs1)/c1cccnc1,-0.1%,13.0%,47.2%,0.0,-6.4%,-8.1%,i,10.3%,9.0,
c1ccc2c(c1)c1c3n2CCNC3CCC1 (stereo not drawn),-2.4%,-24.1%,-17.2%,10.0,4.0%,0.9%,i,11.9%,3.0,Spn PMK inh pilot replicates=1.0;Spn MK inh pilot replicates=0.0;Spn DPM-DC inh pilot screen %=0.0
COc1ccc(C2CC(=O)C(C=NCCO)=C(O)C2)cc1OC (stereo not drawn),-3.8%,-16.9%,-20.0%,0.0,1.2%,19.4%,i,4.1%,10.0,
CCOC(=O)CNC(=O)c1cn(CC(C)C)c(=O)c2cc(OC)c(OC)cc12,-9.8%,-17.9%,-23.6%,15.0,-13.2%,9.8%,i,1.0%,2.0,
COc1ccc(C(O)Cn2c(=N)n(CCCN(C)C)c3ccccc32)cc1 (stereo not drawn),-9.4%,-0.3%,-12.6%,8.0,-3.9%,12.3%,+,3.2%,0.0,Spn PMK inh pilot replicates=3.5;Spn MK inh pilot replicates=9.0;Spn DPM-DC inh pilot screen %=10.5*
O=C(CCCC(=O)n1cnc2ccccc21)n1cnc2ccccc21,5.3%,1.9%,1.6%,9.0,1.8%,4.2%,i,6.7%,5.0,
CC1(C)CC(=O)c2cc(OCC(=O)NCC3CCCO3)ccc2O1 (stereo not drawn),31.1%,2.5%,2.9%,11.0,-1.8%,10.9%,x,5.6%,0.0,
CCOC(=O)C1=C(C)NC(=O)NC1c1cn(-c2ccccc2)nc1-c1cccs1 (stereo not drawn),15.0%,23.8%,18.0%,5.0,-1.3%,9.5%,i,12.7%,5.0,
CC(C)(C)NCC1(CO)SC(N)=NC1=O (stereo not drawn),1.8%,x,x,7.0,0.5%,-1.6%,i,5.6%,14.0,
CCn1cc(C(=O)NCc2ccco2)c(=O)c2cc(S(=O)(=O)N3CCCCCC3)ccc21,9.3%,12.5%,25.6%,6.0,-1.7%,2.0%,i,8.9%,9.0,
Cc1cc(C)nc(NC2=NCC(=O)N2c2ccc3c(c2)OCCO3)n1,-0.1%,3.6%,-7.2%,0.0,-5.3%,-1.9%,i,-2.2%,7.0,
CCCOc1ccc(NC(=O)C2CCCNC2=O)cc1 (stereo not drawn),1.4%,x,x,5.0,-3.0%,3.0%,i,5.4%,7.0,
COc1cccc2c(=O)c(C(=O)NCc3cccs3)c[nH]c12,11.7%,9.7%,12.9%,14.0,-1.4%,-0.5%,x,16.6%,4.0,
COc1ccc(-c2nnc(SCC#CCO)o2)cc1OC,1.1%,-20.7%,-20.8%,10.0,2.2%,10.5%,i,9.8%,6.0,
COc1ccc(C)cc1S(=O)(=O)N(CC(=O)N1CCOCC1)Cc1ccccc1,1.8%,4.6%,-1.7%,0.0,-0.6%,-2.0%,i,3.8%,0.0,
CCOC(=O)CSc1nnc(CNC(=O)c2ccc(OC)cc2OC)n1C,-3.0%,-6.1%,-3.0%,10.0,2.0%,x,i,9.9%,0.0,
N=c1ncn(CC(O)CN2CCOCC2)c2nc(N3CCOCC3)[nH]c12 (stereo not drawn),-0.5%,-4.1%,1.7%,4.0,-2.4%,3.0%,i,7.9%,6.0,Spn PMK inh pilot replicates=0.0;Spn MK inh pilot replicates=1.0;Spn DPM-DC inh pilot screen %=1.5
c1cnc(N2CCSCC2)nc1,1.2%,x,x,11.0,1.2%,9.1%,i,1.9%,3.0,
COc1cccc(CNC(=O)C2CCN(C(=O)N(C)C)CC2)c1,4.4%,-6.1%,-5.1%,14.0,-4.9%,-0.2%,i,5.5%,0.0,Spn PMK inh pilot replicates=2.0;Spn MK inh pilot replicates=2.0;Spn DPM-DC inh pilot screen %=1.5
c1cncc(-c2nnc3sc(-c4ccco4)nn23)c1,8.6%,-0.2%,3.6%,1.0,-9.1%,5.0%,i,17.8%,0.0,Spn PMK inh pilot replicates=2.0;Spn MK inh pilot replicates=0.0;Spn DPM-DC inh pilot screen %=0.0

# Gathered by group, the entries above with a Cl atom.
SMILES,HT1080 cytotoxicity,HPDE-C7K KRASV12,HPDE-C7 cytotoxicity,Spn PMK inh,Bfl-1 displacement,LYP phosphatase,Spn DPM-DC inh,Alkaline phosphatase,Spn MK inh,others
O=C(NCCc1ccc(Cl)cc1)C1CCN(c2cnccn2)CC1,11.7%,7.0%,4.6%,14.0,0.3%,16.9%,i,10.1%,11.0,
Cc1ccc(Cl)c(OCC(O)CN(CCO)CCO)c1 (stereo not drawn),-9.2%,-2.7%,-18.7%,17.0,3.4%,x,i,14.0%,14.0,
CS(=O)(=O)N(CC(=O)N1CCN(c2cccc(Cl)c2)CC1)c1ccccc1,0.6%,2.0%,6.7%,6.0,-1.2%,18.5%,i,17.9%,9.0,
